MEKK3 PB1 HTS: modulators of MEKK3-MEK5 PB1 binding, primary screen, biochemical, wildtype MEKK3, multiplex bead flow cytometry, Alexa488-MEK5. Mitogen-activated protein kinase kinase kinase 3 (Homo sapiens), Q99759. bead-based flow cytometry, Alexa488-MEK5 binding to MEKK3; actives lie on both sides; 0 = blocked by unlabeled MEK5, 100 = vehicle. binding response (% of control), % at 10 µM. 1.4% of 290,000 active. AID 1529, 2009;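 active = binding response more than 3 SD above or below the average of its plate-row segment, actives on both sides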;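 also: Alexa488 bead fluorescence after subtracting the streptavidin-only scavenger bead signal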
FID counter: compounds displacing fluorescent DNA intercalator, primary screen, artefact control for HCV NS3 helicase inhibitor project, biochemical, FID fluorescence. DNA fluorescent intercalator displacement. inhibition, % at 7.9 µM. 0.17% of 290,000 active. AID 1845, 2009; in the data active = inhibition above about 37%;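 also: 0% = vehicle and 100% = reference compound; higher means more ethidium bromide displaced from hairpin DNA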
PHOSPHO1 block: PubChem AID 1565; Phosphoethanolamine/phosphocholine phosphatase (Homo sapiens), Q8TCT1; 1.1% of 290,000 active; inhibition, % at 13.3 µM; recombinant PHOSPHO1, absorbance phosphatase assay; in the data active = inhibition above about 60%
Target sequence (Q8TCT1 whole entry, looked up): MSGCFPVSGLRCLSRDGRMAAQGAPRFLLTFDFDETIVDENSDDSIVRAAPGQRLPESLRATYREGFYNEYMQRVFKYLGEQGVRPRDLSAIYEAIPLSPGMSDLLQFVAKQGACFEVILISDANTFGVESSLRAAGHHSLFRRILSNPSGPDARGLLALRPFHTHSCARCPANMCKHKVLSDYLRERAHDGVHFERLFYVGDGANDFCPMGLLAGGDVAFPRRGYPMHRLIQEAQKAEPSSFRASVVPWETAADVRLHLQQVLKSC
NALP1 yeast inh: NALP1 inflammasome inhibitors in reconstituted yeast, colorimetric, S. cerevisiae, triplicate retest; inhibition, % at 10 µM; 0.61% of 280,000 active; AID 2071, 2009; S. cerevisiae NALP1/ASC/caspase-1 growth, X-gal OD620, 72 h; in the data active = inhibition mostly above about 24%, no sharp cut-off; inactive = mostly below about 32%; also: some compounds called inactive have numbers as strong as hits
OXTR ag: human OXTR agonists, primary screen, fluorescence, CHO-OTR cells, Fluo-8 calcium; AID 2435, 2010; 0.32% of 320,000 active; activation, % at 3 µM; Fluo-8 calcium fluorescence; normalized: DMSO 0%, oxytocin 100%;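 active = activation above the mean of all tested compounds plus 3 SD, cutoff set per screening run, cut at about 20% in these data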;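 also: peak over basal fluorescence ratio from a 100 s FLIPR kinetic read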
Target sequence (P30559 whole entry, looked up): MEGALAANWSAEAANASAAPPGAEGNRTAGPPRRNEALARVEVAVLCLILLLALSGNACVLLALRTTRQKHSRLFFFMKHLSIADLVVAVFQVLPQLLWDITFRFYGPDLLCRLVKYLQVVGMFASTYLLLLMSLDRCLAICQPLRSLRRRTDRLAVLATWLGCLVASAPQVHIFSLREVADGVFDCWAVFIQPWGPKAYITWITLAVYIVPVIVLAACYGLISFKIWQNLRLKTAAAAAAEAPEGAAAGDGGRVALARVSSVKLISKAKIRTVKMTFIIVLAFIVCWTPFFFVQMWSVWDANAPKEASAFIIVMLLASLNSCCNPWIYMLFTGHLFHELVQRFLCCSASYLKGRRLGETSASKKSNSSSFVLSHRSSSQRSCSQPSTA
MEKK2mut PB1 HTS: MEK5 binding signal on mutant MEKK2 PB1, primary screen, biochemical, multiplex bead flow cytometry, Alexa488-MEK5. AID 1530, 2009. Alexa488-MEK5 binding to MEKK2 mutant. 0.35% of 290,000 active. percent response, % at 10 µM; in the data active = percent response above about 24%, passing the limit was not always enough; also: inactives centre near 1; some results filed as inactive read as strong as hits; reference of the scale not given here
PfM18AAP inh: PfM18AAP inhibitors, malaria aminopeptidase, primary screen, biochemical, QFRET, recombinant enzyme | M18 aspartyl aminopeptidase (Plasmodium falciparum 3D7) | H-Glu-NHMec fluorogenic cleavage | AID 1822, 2009 | 1.2% of 290,000 active | inhibition, % at 7.35 µM;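 active = inhibition above the campaign mean inhibition over all tested compounds plus 3 SD, cut at about 28% in these data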;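 also: 0% = plate median of test compound wells and 100% = 2 mM ZnCl2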
MEKK2 WT-MEK5: modulators of MEK5 binding to wildtype MEKK2, primary screen, biochemical, multiplex bead flow cytometry, Alexa488-MEK5. 1.1% of 290,000 active. AID 1531, 2009. Alexa488-MEK5 binding to MEKK2 WT; actives lie on both sides. binding response (% of control), % at 10 µM. Mitogen-activated protein kinase kinase kinase 2 (Homo sapiens), Q9Y2U5; in the data active = binding response below about 67% or above about 130%
GPR7 antagonist: GPR7 receptor antagonists, primary screen, cell-based, fluorescence, single concentration; GPR7-expressing cells, fluorescence antagonist assay; AID 1861, 2009; 1.1% of 290,000 active; inhibition, % at 4.4 µM; Neuropeptides B/W receptor type 1 (Homo sapiens), P48145; in the data active = inhibition above about 16%, passing the limit was not always enough;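 also: cells stimulated with the agonist NPW; 0% = agonist with vehicle and 100% = vehicle without agonist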
Target sequence (P48145 whole entry, looked up): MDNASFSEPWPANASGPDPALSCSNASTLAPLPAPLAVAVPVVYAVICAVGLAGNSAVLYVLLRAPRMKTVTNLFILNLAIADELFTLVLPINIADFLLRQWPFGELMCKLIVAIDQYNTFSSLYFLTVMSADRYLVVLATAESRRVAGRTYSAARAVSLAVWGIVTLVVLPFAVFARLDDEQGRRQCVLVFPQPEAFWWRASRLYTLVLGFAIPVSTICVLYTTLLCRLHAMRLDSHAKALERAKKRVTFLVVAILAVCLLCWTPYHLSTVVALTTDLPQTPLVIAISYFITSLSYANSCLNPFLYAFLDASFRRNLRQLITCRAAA
An asterisk follows results filed as active; · = not tested or not shown. These rows are one share of the data (hit frequency here may not be typical).

The line under a structure holds: MEKK3 PB1 HTS	FID counter	PHOSPHO1 block	NALP1 yeast inh	OXTR ag	MEKK2mut PB1 HTS	PfM18AAP inh	MEKK2 WT-MEK5	GPR7 antagonist
COc1ccc(C2C(C(=O)N3CCC4(CC3)OCCO4)CC(=O)N2c2ccc(OC)cc2)cc1 (stereo not drawn)
    96.0	-20.0	-27.9	23.7	1.4	-3.0	1.9	97.0	-9.8
O=C(c1ccccc1)c1cn(CC(=O)N2CCOCC2)c2ccccc12
    ·	-9.2	5.5	4.1	-0.3	·	-15.5	·	0.6
Cc1ccc(C2(O)CCN3CCCCC32)cc1 (stereo not drawn)
    99.0	-4.6	-6.1	2.4	0.8	3.0	-3.0	100.0	-0.8
Cc1ccc(Cn2nnnc2CN2CCC(n3nnc4ccccc43)CC2)cc1
    101.0	-25.6	-3.3	9.4	-1.1	-4.0	3.5	101.0	14.5
c1cncc(CNC2CCCC2)c1
    96.0	6.6	44.9	29.8*	0.3	-9.0	-3.5	86.0	2.9
FC(F)(F)c1ccc(CN2CCNCC2)cc1
    100.0	11.8	23.3	-5.6	0.7	-7.0	-14.0	88.0	1.9
COc1cccc(NP(=O)(Oc2ccccc2Cl)Oc2ccccc2Cl)c1
    137.0*	-16.6	0.8	27.2	0.3	1.0	3.4	109.0	-4.4
CC(C(=O)Nc1ccc(Br)cc1C(=O)c1ccccc1)N1CCCCC1 (stereo not drawn)
    99.0	0.8	37.3	5.0	-2.0	-5.0	-0.3	101.0	-1.4
COC(=O)C(Cc1ccc(N(CCCl)CCCl)cc1)N=Cc1ccccc1O (stereo not drawn)
    102.0	8.9	24.3	-2.2	0.2	10.0	-0.2	103.0	17.6
O=P(O)(O)C#Cc1ccccc1
    ·	-0.9	1.0	6.0	·	·	-6.3	·	-4.6
Cc1ccc(-n2c(O)c(/C=N/NC(=O)c3ccncc3)c(=O)[nH]c2=O)cc1
    87.0	-31.1	-5.2	39.6	0.0	13.0	14.6	112.0	-3.3
O=C(Nc1ccccc1)c1c(O)[nH]c(=S)[nH]c1=O
    106.0	·	·	·	-0.6	4.0	·	104.0	·
CP(=O)(O)CCCN
    100.0	11.7	-1.5	7.0	-0.1	-5.0	-11.1	98.0	1.6
Oc1ccccc1CN(CCc1ccccc1)Cc1ccccc1
    109.0	9.6	28.7	12.9	-0.9	8.0	-3.3	108.0	-11.3
C=CCn1c(O)c(C(C)=Nc2cccc(C(F)(F)F)c2)c(=O)[nH]c1=O
    95.0	1.5	27.4	·	-0.3	-9.0	2.4	96.0	-1.0
Cc1ccc(C2(O)CN3CCC2CC3)cc1 (stereo not drawn)
    106.0	-1.8	15.3	21.0	-0.1	1.0	-8.6	106.0	5.1
O=c1[nH]c(O)c(C=Nc2ccc(F)c(Cl)c2)c(=O)[nH]1
    92.0	-0.2	22.2	24.0	-0.1	-3.0	-5.1	87.0	17.7
CN(C)C(=O)Oc1ccc(-c2cn3cc(C(F)(F)F)ccc3n2)cc1
    98.0	-22.3	15.8	14.2	-0.1	-2.0	4.6	96.0	7.1
Cc1cc2ccccn2c1C(C[N+](=O)[O-])c1c(F)cccc1Cl (stereo not drawn)
    98.0	-1.7	-9.0	59.9	-1.3	-4.0	8.4	92.0	-0.1
O=C1NC(=O)N(c2cccc(F)c2)C(=O)/C1=C/c1ccc(N2CCOCC2)cc1
    102.0	-13.9	18.9	1.6	1.3	-2.0	3.6	99.0	15.9

Exported field by field: part of the list above
Cc1ccc(C2(O)CCN3CCCCC32)cc1 (stereo not drawn)
  MEKK3 PB1 HTS: 99.0; FID counter: -4.6; PHOSPHO1 block: -6.1; NALP1 yeast inh: 2.4; OXTR ag: 0.8; MEKK2mut PB1 HTS: 3.0; PfM18AAP inh: -3.0; MEKK2 WT-MEK5: 100.0; GPR7 antagonist: -0.8

Cc1ccc(Cn2nnnc2CN2CCC(n3nnc4ccccc43)CC2)cc1
  MEKK3 PB1 HTS: 101.0; FID counter: -25.6; PHOSPHO1 block: -3.3; NALP1 yeast inh: 9.4; OXTR ag: -1.1; MEKK2mut PB1 HTS: -4.0; PfM18AAP inh: 3.5; MEKK2 WT-MEK5: 101.0; GPR7 antagonist: 14.5

The results go on.
The line under a structure holds: MEKK3 PB1 HTS	FID counter	PHOSPHO1 block	NALP1 yeast inh	OXTR ag	MEKK2mut PB1 HTS	PfM18AAP inh	MEKK2 WT-MEK5	GPR7 antagonist
O=Cc1cn(CCCOc2ccccc2)c2ccccc12
    92.0	-13.5	-1.5	15.6	-0.4	-3.0	5.4	91.0	-2.8
OC(CNCCc1c[nH]c2ccccc12)c1ccccc1 (stereo not drawn)
    104.0	3.8	23.9	22.3	4.8	1.0	-8.3	106.0	-12.3
CC(Cc1ccccc1)NC(=O)c1ccc(N)cc1 (stereo not drawn)
    101.0	-3.8	24.7	13.4	1.0	11.0	0.7	106.0	-0.1
CCN(CC)c1nc2c(C)cccn2c(=O)c1C=C1C(=O)NC(=O)NC1=O
    95.0	-7.9	-2.0	-4.8	-2.5	-13.0	2.1	81.0	-14.0
CN(C)C(Cc1ccc(Cl)cc1)C(=O)c1ccccc1 (stereo not drawn)
    108.0	1.5	3.4	42.4	-1.7	39.0	1.5	116.0	6.0
COc1ccc(CNC(=O)CCC(=O)N2C[C@H]3C[C@H](C2)c2cccc(=O)n2C3)cc1
    102.0	-4.3	18.2	13.3	-0.4	0.0	-2.9	104.0	-5.5
CCOC(=O)C1CCN(/C=C2/C(=O)NC(=O)N(c3ccc(OCC)cc3)C2=O)CC1
    103.0	-12.8	1.6	0.9	0.8	4.0	3.2	104.0	-1.3
CC1(C)CC(=O)C(C=NCCN2CCN(C(=O)Cc3ccc(F)cc3)CC2)=C(O)C1
    106.0	-11.1	21.3	-19.8	-0.1	2.0	5.0	108.0	-7.1
CN1C(=O)c2ccccc2Sc2ccc(C(=O)N3CCC4(CC3)OCCO4)cc21
    ·	-7.3	52.4	7.1	0.2	·	-4.5	·	-8.2
c1ccc(C2CN3CCC2CC3)cc1 (stereo not drawn)
    111.0	2.8	28.3	6.4	-0.9	16.0	-6.1	109.0	-9.3
c1ccc2c3c(ccc2c1)OCC1CONC31 (stereo not drawn)
    98.0	1.4	32.6	9.2	-0.6	-3.0	-0.4	94.0	-11.8
Cc1c(Cl)cccc1NC(=S)N1CC2CC(C1)c1cccc(=O)n1C2 (stereo not drawn)
    99.0	1.4	11.9	1.4	-0.1	-3.0	7.2	83.0	-6.6
CC(C)(C)OC(=O)c1c(N)n(Cc2ccco2)c2nc3ccccc3nc12
    87.0	-2.8	-11.5	-18.5	3.4	-2.0	17.3	87.0	7.5
COc1ccc(CC2C(=O)NC(=O)NC2=O)c(OC)c1
    103.0	-0.9	0.2	6.1	0.7	-1.0	0.4	103.0	17.3
Cc1ccc(/C=C2/C(=O)NC(=O)N(CC3CCCO3)C2=O)s1 (stereo not drawn)
    105.0	-3.0	-3.9	30.5	0.1	-1.0	-5.5	105.0	-11.9
CN1CCCC(C(=O)c2ccccc2)C1 (stereo not drawn)
    101.0	1.8	11.5	1.6	0.2	0.0	2.5	100.0	3.1
COc1ccc(CN2CCN(Cc3ccccc3)CC2)c(OC)c1
    94.0	7.9	5.6	15.3	-0.5	4.0	-6.2	104.0	5.3
C=CCn1c(O)c(C(C)=NCCC2=CCCCC2)c(=O)[nH]c1=O
    98.0	-14.3	-6.8	8.6	-1.9	-3.0	-9.0	99.0	-13.5
COc1ccccc1CNCCc1ccc(F)cc1
    100.0	1.5	27.0	2.2	1.2	11.0	0.4	99.0	-2.6
CCN1CCN(c2ccc(N)c(C)c2)CC1
    102.0	3.2	16.1	16.0	0.3	12.0	0.8	119.0	-4.2

More structures:
The line under a structure holds: MEKK3 PB1 HTS	FID counter	PHOSPHO1 block	NALP1 yeast inh	OXTR ag	MEKK2mut PB1 HTS	PfM18AAP inh	MEKK2 WT-MEK5	GPR7 antagonist
Cc1ccc(-n2c(O)c(C=Nc3ccc(S(N)(=O)=O)cc3)c(=O)[nH]c2=O)cc1
    98.0	-5.6	5.5	-1.1	-0.3	-6.0	0.3	96.0	-1.1
CC(C)(C)C(=O)c1cn(CC(=O)NCc2ccco2)c2ccccc12
    79.0	-3.4	-11.4	-1.2	-1.5	-7.0	8.7	87.0	-9.7
COc1cccc(-c2nn(CCC#N)cc2C(=O)Nc2ccccc2Cl)c1
    105.0	-19.8	·	21.5	·	1.0	-0.5	104.0	5.1
CC(C)CNC(=O)c1c(N)n(Cc2ccco2)c2nc3ccccc3nc12
    101.0	-8.5	2.6	19.6	1.4	-5.0	18.6	92.0	5.7
Cc1c(C(=O)N2CCC3(CC2)OCCO3)sc2ncnc(N(C)c3ccccc3)c12
    108.0	-22.4	0.9	11.1	-1.3	8.0	-2.5	105.0	-2.2
CN1CC(C(=O)c2ccc([N+](=O)[O-])cc2)C(c2ccc(Cl)cc2)C1 (stereo not drawn)
    107.0	13.6	19.5	20.9	3.7	11.0	6.2	118.0	12.0
C[C@]12CCC3C(CCC4=C/C(=N/OCC(=O)NC(CCC(=O)O)C(=O)O)CC[C@@]43C)C1CCC2O (stereo partly drawn)
    102.0	-31.6	-16.0	10.8	0.8	5.0	-0.3	101.0	1.0
CCN(C(=O)CN1CC=C(c2ccccc2)CC1)c1c(N)n(Cc2ccccc2)c(=O)[nH]c1=O
    107.0	1.3	42.1	18.7	-1.0	1.0	4.1	105.0	-8.6
COc1ccc(CCNCc2sccc2C)cc1OC
    78.0	2.0	12.4	15.4	0.4	-16.0	-12.8	83.0	3.2
CN1C(=O)C(Cc2ccc(OCc3ccccc3)cc2)C(=O)N(C)C1=O
    104.0	-15.5	2.0	20.2	0.6	7.0	-5.5	106.0	-8.4
Cc1ccc2c(c1)N(C(=O)CCC(=O)N1CCC3(CC1)OCCO3)CC(C)O2 (stereo not drawn)
    102.0	-29.6	32.9	-8.4	0.4	2.0	2.9	99.0	-10.2
CN1CCc2nc3sc(C#N)c(N)c3c(-c3cccs3)c2C1
    94.0	8.3	-17.9	9.3	0.1	8.0	1.6	105.0	-3.2
CN1C(=O)C(=Cc2ccc(N3CCOCC3)o2)C(=O)N(C)C1=O
    125.0	-5.3	-2.2	19.4	8.8	2.0	1.0	107.0	9.6
